K1F lysis inhibition – inhibition of K1F phage lysis, E. coli UTI89, bacterial capsule biogenesis inhibitors, alamar blue (AID 488966); E. coli UTI89 K1F phage lysis, alamar blue, 2 h; higher % means a stronger effect; inhibition, % at 100 µM; hits with a dose series show IC50 in µM; 0.02% of 340,000 active;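 active = phage lysis inhibition, versus mean bacterial control, above a set limit; inconclusive = no clear call, values can overlap the other calls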;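 also: capsule biogenesis inhibitors block K1F phage lysis so surviving cells raise fluorescence; higher fluorescence means more inhibition of phage lysis; actives were called in the ten point dose series up to 300 µM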
PMI inhibition – human PMI inhibitors, high substrate, primary screen, biochemical, fluorescence intensity, high mannose 6-phosphate (AID 1220); recombinant PMI enzyme, coupled fluorescence intensity; higher % means a stronger effect; inhibition, % at 20 µM; hits with a dose series show IC50 in µM; 0.66% of 190,000 active
P. falciparum M17LAP – P. falciparum M17LAP inhibitors, primary screen, biochemical, fluorogenic H-Leu-NHMec substrate, 1536-well (AID 1619). one-dose inhibition, % at 30 µM; IC50 in µM for titrated hits. Leucine aminopeptidase (Plasmodium falciparum (isolate 3D7)). recombinant M17LAP, H-Leu-NHMec fluorogenic kinetic assay; higher % means a stronger effect. 0.38% of 220,000 active;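 active = compound inhibiting the enzyme by more than half at any dose during confirmatory dose-response retesting; inconclusive = strong single-dose inhibitors picked by rank but not retested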;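 also: plate controls were full reaction with DMSO carrier for no effect and no enzyme background for full effect; strong numbers were not always called active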
T cell HTS – modulators of CD8 T cell-vesicle binding, primary screen, mouse 2C CD8+ T cells, flow cytometry; 2C CD8+ T cell-vesicle binding; active compounds read low; AID 2052, 2009; calls only at 7 µM; 0.068% of 330,000 active;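 active = response, share of CD8 T cells binding vesicles, and their 90th percentile fluorescence all below set limits, cut at about 80% in these data, passing the limit was not always enough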
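System: murine 2C transgenic CD8+ T lymphocytes; also added: QL9-loaded Drosophila micro-vesicles; times: binding 1.5 h at 37 °C; measured by: flow cytometry, PE anti-B7-1 (FL2) versus Alexa647 anti-CD8 (FL8), PFA-fixed; control set: Peptide-free naked vesicles (low) and QL9 vesicles with 0.7% DMSO vehicle (high)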
PMI inhibitors – inhibitors of human PMI, primary screen, biochemical, fluorescence intensity, coupled assay (AID 1209); 0.42% of 190,000 active; Mannose-6-phosphate isomerase (Homo sapiens); inhibition, % at 20 µM; hits with a dose series show IC50 in µM; purified PMI enzyme, coupled fluorescence intensity; higher % means a stronger effect;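 also: plate controls were DMSO vehicle for no effect and wells lacking substrate for full effect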
West Nile antiviral – West Nile virus antiviral activity, cell-based, CPE readout (AID 1621). West Nile virus-infected cells, CPE inhibition; higher % means a stronger effect. one-dose CPE inhibition, % at 10 µM; IC50 in µM for titrated hits. 0.02% of 290,000 active; in the data active = a potency from the dose series; inconclusive = CPE inhibition mostly from about 3.7% at the one dose, without a potency; inactive = the rest, 99 in 100 with CPE inhibition below about 2.2%; also: strong numbers were not always called active
RSV CPE inhibition – RSV antiviral activity via CPE protection, HEp-2 cells, primary 10 µM value included (AID 2391). CPE inhibition, % at 10 µM; hits with a dose series show IC50 in µM. HEp-2 cells, RSV-induced CPE inhibition; higher % means a stronger effect. 0.13% of 310,000 active; in the data active = a potency from the dose series; inconclusive = CPE inhibition mostly from about 23% at the one dose, without a potency; inactive = the rest, 99 in 100 with CPE inhibition below about 21%; also: strong numbers were not always called active
TNAP activators – human TNAP enzyme activators, primary screen, biochemical, luminescent, no phosphate acceptor, uHTS (AID 1001) | Alkaline phosphatase, tissue-nonspecific isozyme (Homo sapiens) | one-dose activation fold at 20 µM; EC50 in µM for titrated hits | purified TNAP, luminescent activation assay, no phosphate acceptor; higher activation fold means a stronger effect | 0.03% of 200,000 active; in the data active = activation fold from about 3, or a potency from the dose series; inactive = the rest, 99 in 100 with activation fold below about 1.6; also: many of its hits are not listed in these tables
P. falciparum M1AAP – P. falciparum M1AAP inhibitors, biochemical, fluorogenic H-Leu-NHMec substrate, 1536-well (AID 1445) | 0.42% of 220,000 active | recombinant M1AAP, H-Leu-NHMec fluorogenic kinetic assay; higher % means a stronger effect | one-dose inhibition, % at 30 µM; IC50 in µM for titrated hits | Aminopeptidase N (Plasmodium falciparum (isolate 3D7));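 active = primary inhibition above the hit cutoff, then over 50% inhibition at one or more dose response concentrations, cut at about 23% in these data, passing the limit was not always enough; inconclusive = conflicting primary data, or primary hits not chosen for dose response; inactive = low primary inhibition, or under 50% at every dose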;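 also: plate controls were DMSO full reaction for no effect and no enzyme background for full effect; strong numbers were not always called active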
T cell HTS vesicle-bound % – second read-out of T cell HTS, no call of its own (marks repeat the call); double positive events, %; measured here: CD8+ vesicle-bound cell fraction;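 binding gate set so that unloaded-vesicle control wells show 10% double positive cells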
Active calls of the source: *; i = inactive; ? = inconclusive; . = no result given; [ ] = remark or other dose. Rule as the data show it, unless noted: active = inhibition above about 50%; inactive = the rest.

SMILES	K1F lysis inhibition	PMI inhibition	P. falciparum M17LAP	T cell HTS	T cell HTS vesicle-bound %	PMI inhibitors	West Nile antiviral	RSV CPE inhibition	TNAP activators	P. falciparum M1AAP
Cc1ccc2c(c1)cc(CN(Cc1ccc3c(c1)OCO3)C(=O)c1ccccc1)c1nnnn12	-0.2%	-10%	-1%	i	5	3%	-0.2%	4.0%	1	-7%
CC1CCN(S(=O)(=O)c2csc(C(=O)Nc3ccccc3)c2)CC1	0.0%	6%	7%	i	3	10%	-0.3%	11%	1.1	7%
CC(C)Cc1nc2oc3c(Cl)ncnc3c2c2c1CCCC2	-0.5%	.	-1%	i	20	.	0.9%	14%	.	0%
COc1ccc(C(=O)N2CCN(S(=O)(=O)c3ccc(F)cc3)CC2)cc1OC	0.3%	42%	10%	i	55	8%	-0.9%	0.7%	1	1%
CCCn1c2ccccc2c2nnc(SCC(=O)OCC)nc21	-0.5%[50 µM]	12%	-1%	i	46	21%	-0.1%	1.1%	1.1	-2%
COC(=O)c1ccc(N2CCN(c3ccccc3)CC2)c(NC(=O)C2CC2)c1	0.4%	7%	-5%	i	23	7%	-1.1%	0.2%	1	0%
CCn1cc(C(=O)NCCCN2CCC(C)CC2)c(=O)c2cc(S(=O)(=O)N3CCOCC3)ccc21	0.5%	.	.	i	44	.	-0.1%	-1.2%	.	.
CCc1nc2ccccc2n(CCOCCn2c(=O)c(CC)nc3ccccc32)c1=O	7.9%	-6%	.	.	.	-7%	.	.	1.1	.
COc1cccc(SCC(=O)N2CCN(c3ccccc3)CC2)c1	-1.6%	.	9%	i	36	.	0.1%	.	.	-1%
O=C(Cn1nc(Cc2cccnc2)c2ccccc2c1=O)N1CCN(C(=O)c2ccco2)CC1	-3.0%	-15%	8%	i	29	-15%	-0.1%	0.2%	1	-2%
O=C(CSCC(=O)N1CCOCC1)Nc1nc(-c2ccc3c(c2)OCO3)cs1	2.6%	5%	8%	i	34	-2%	0.3%	0.2%	1.1	5%
Cn1cccc1CC(=O)N/N=C/c1cccc2ccccc12	-2.9%	11%	19%	i	57	4%	0.1%	0.2%	1.1	12%
CCN(CC)CCN(C(=O)c1ccc(C(=O)c2ccccc2)cc1)c1nc2cc3c(cc2s1)OCO3	0.4%	.	.	i	57	.	0.3%	0.2%	.	.
CCCCOCCCNC1=NCCCCC1	-1.7%	7%	-6%	i	43	1%	-0.1%	0.0%	1.1	-5%
O=C(NCCN1CCOCC1)c1ccccc1Cl	-0.1%	.	.	i	38	.	-0.2%	4.0%	.	.
CCOC(=O)C(Cc1ccccc1)NC(=O)Cn1nnc(-c2ccccc2)n1 (stereo not drawn)	0.1%	0%	-3%	i	55	4%	-0.1%	1.8%	1.1	-3%
CCN(CC)S(=O)(=O)c1ccc(C(=O)Nc2ccc(C(F)(F)F)n(C)c2=O)cc1	0.1%	.	.	i	51	.	-0.3%	2.6%	.	.
OC(CN1CCN(c2ccccn2)CC1)Cn1c2ccc(Cl)cc2c2cc(Cl)ccc21 (stereo not drawn)	9.0%	-53%	-1%	i	61	-10%	1.7%	-1.6%	1.1	-3%
COc1cccc(/C=C2/Sc3ccc(C(=O)NCCN4CCCC4)cc3NC2=O)c1	2.8%	.	.	i	11	.	2.2%	-2.0%	.	.
O=C(Cc1ccccc1)NC1(O)C(=O)c2ccccc2C1=O	.	.	10%	i	33	.	1.0%	1.0%	.	-1%
O=C(NCC(c1ccco1)N1CCOCC1)c1cccc([N+](=O)[O-])c1 (stereo not drawn)	0.2%	5%	-3%	i	36	0%	0.9%	1.2%	1.1	0%
O=C(CSc1nc2ccccc2c2nc3ccccc3n12)NCc1ccco1	0.1%	-5%	-7%	i	30	8%	1.7%	46µM*	2.4	5%
O=C([C@H](Cc1ccc(O)cc1)n1cc(CCO)nn1)N1CCNCC1	1.4%	-1%	-3%	i	42	1%	0.0%	2.8%	1.1	5%
CC(C)(C)SCCNC(=O)/C=C/c1cccc([N+](=O)[O-])c1	-0.1%	-4%	-4%	i	35	2%	-1.2%	4.1%	1.1	2%
O=C(Nc1nc2ccccc2[nH]1)C1CCCC1	0.2%	6%	-2%	i	42	4%	0.0%	4.9%	1.7	-11%
O=C(C(Cl)c1ccccc1)N1CCCC1 (stereo not drawn)	0.3%	.	.	i	29	.	-0.4%	2.0%	.	.
NC(=S)NNC(=O)[C@@H]1CCCC[C@@H]1C(=O)O	-0.5%	6%	-4%	i	50	7%	1.1%	0.6%	1.1	4%
COc1cc(O)c(C(CCN2CCN(c3ccccc3)CC2)c2ccc(N(C)C)cc2)c(OC)c1 (stereo not drawn)	5.2%	.	-9%	i	33	.	-1.3%	-0.4%	.	5%
CCOc1ccc(Cn2c(=O)oc3ccccc32)cc1	1.2%	.	.	i	55	.	0.7%	8.4%	.	.
CCOc1ccc(NC(=O)CSc2nnc(C)n2CC)cc1	-0.9%	.	.	i	43	.	0.6%	-0.4%	.	.
CC(C)c1ccc(/C=N/N2CCN(c3ccccn3)CC2)cc1	-2.6%	.	4%	i	40	.	-0.1%	40%	.	1%
COc1ccc(Cn2nnnc2C(c2cc3cc(C)ccc3[nH]c2=O)N2CCN(C)CC2)cc1 (stereo not drawn)	-0.4%	.	-19%	i	35	.	-0.2%	-0.9%	1	-4%
Cc1c(C)c2ccc(OCC(=O)NCCCN3CCCC3=O)cc2oc1=O	11%	.	.	i	48	.	-0.2%	0.6%	.	.
CCN(CC)S(=O)(=O)c1cc(C(=O)c2nccn2C)ccc1Cl	8.6%	-3%	-2%	i	17	0%	-1.1%	115%	1.1	6%
C/C(=N\Nc1ncc(Cl)cc1Cl)c1ccc(C#N)cc1	0.3%	11%	-15%	i	56	3%	-0.8%	4.7%	1.2	2%
Cc1cc(N2CCN(C)CC2)n2cc(-c3ccc(F)cc3)nc2n1	0.1%	6%	-116%	i	42	5%	-0.6%	-0.2%	1.2	11%
COc1ccc(NC(=O)CSc2ccc(-c3cccs3)nn2)c(OC)c1	0.3%	5%	12%	i	49	-4%	-0.5%	6.0%	0.9	5%
Cc1cccc(NC(=O)Cn2cc(C(=O)c3ccco3)c3ccccc32)c1	-0.4%	5%	14%	i	9	-3%	1.4%	1.7%	1.1	13%
C/C(=N/NC(=O)c1ccncc1)C1=C(O)CC(C)(C)CC1=O	8.8%	-6%	-2%	i	23	-13%	0.2%	0.2%	0.8	-4%
COc1ccc(-c2noc(N3CCCC(C(=O)Nc4cc(F)ccc4F)C3)n2)cc1 (stereo not drawn)	3.0%	.	.	i	34	.	-0.2%	0.8%	.	.
O=C1CC(C(=O)Nc2ccccc2)C2(CCCCC2)O1 (stereo not drawn)	0.0%	5%	4%	i	44	9%	-0.2%	0.9%	1.1	0%
CS(=O)(=O)N(Cc1ccccc1)c1ccc(C(=O)NCc2cccnc2)cc1	0.5%	-3%	13%	i	43	4%	-0.6%	1.3%	1.1	13%
O=C1/C(=C\c2ccsc2)NC(=S)N1c1ccccc1	-0.2%	-6%	3%	i	37	-15%	-0.1%	14%	0.9	13%
COc1ccc(-n2c(C)cc(C(=O)CSc3ccc(NC(C)=O)cc3)c2C)cc1	-0.3%	7%	0%	i	14	7%	-0.1%	13%	1.1	9%
CCC(=O)Nc1nnc(CSCc2ccccc2)s1	0.2%	3%	-3%	i	40	2%	0.3%	1.6%	1.1	0%
Cc1cc2c(cc1S(=O)(=O)N1CCN(c3cccc(C)c3C)CC1)OCC(=O)N2	-0.5%	.	.	i	34	.	-0.7%	1.7%	.	.
COc1ccccc1NC(=O)Cc1c(F)cccc1Cl	6.0%	-5%	13%	i	44	2%	0.6%	4.0%	1	6%
CC(C)(C)c1nnc(NC(=O)CN2C(=O)C3C4C=CC(C4)C3C2=O)s1 (stereo not drawn)	0.2%	-3%	4%	i	2	-3%	-0.6%	0.0%	1	4%
Cc1cccc(OCC(=O)NCC(=O)N/N=C/c2c(C)[nH]c3ccccc23)c1	0.6%	.	4%	i	28	.	0.5%	3.8%	.	2%
CC(C)c1ccc(NC(=S)NCc2ccc3c(c2)OCO3)cc1	0.1%	13%	11%	i	38	14%	-0.9%	2.2%	1.2	5%
CN(C)CCN1C(=O)c2oc3ccc(F)cc3c(=O)c2C1c1ccncc1 (stereo not drawn)	1.3%	13%	0%	i	28	12%	0.3%	1.1%	1	11%
O=c1cc2c(nn1Cc1c(Cl)cccc1Cl)-c1ccccc1CC2	2.2%	3%	-9%	i	34	-3%	-1.0%	5.6%	1.1	6%
NCCN=C1NS(=O)(=O)c2ccccc21	0.1%	7%	6%	i	23	9%	0.6%	1.6%	1	8%
NC(=O)CS(=O)(=O)c1nc2ccccc2n1CC(=O)N1CCCCC1	1.1%[50 µM]	-1%	2%	i	44	2%	-0.9%	-0.9%	1.1	9%
CCOCC(O)CNC(=O)c1ccc2nc(Cc3ccc(OC)c(OC)c3)oc2c1 (stereo not drawn)	-1.1%	.	.	i	48	.	0.3%	-0.8%	.	.
O=C(Oc1ccc(-n2cnnn2)cc1)c1ccco1	0.1%	5%	9%	i	23	4%	0.1%	0.4%	1.1	3%
COC(=O)c1ccccc1NC(=O)C1CCCN(S(C)(=O)=O)C1 (stereo not drawn)	-0.1%	12%	-1%	i	8	13%	-0.1%	0.4%	1	6%
OCCN1CCN(Cc2cc(Cl)c3cccnc3c2O)CC1	0.1%	48%	15%	i	49	4.1µM*	?	0.1%	0.9	-18%
N#Cc1cc(N2CCCCC2)c([N+](=O)[O-])cc1C#N	0.5%	11%	-29%	i	55	15%	1.6%	0.1%	1	4%
Cc1cc(C(F)(F)F)nn1CC(=O)NNC(=S)NCC(C)C	4.3%	-6%	11%	i	31	-7%	-0.3%	0.1%	1.4	-6%

Shown as a hit in RSV CPE inhibition, of those listed so far:
smiles	PMI inhibition	P. falciparum M17LAP	T cell HTS	T cell HTS vesicle-bound %	PMI inhibitors	West Nile antiviral	RSV CPE inhibition	TNAP activators	P. falciparum M1AAP
O=C(CSc1nc2ccccc2c2nc3ccccc3n12)NCc1ccco1	-5%	-7%	i	30	8%	1.7%	46µM*	2.4	5%
